EBI2 block – antagonists of human EBI2 receptor | P32249 | EBI2 beta-arrestin recruitment, luminescence, 7a,25-OHC stimulated | inhibition, % at 5 µM | 0.81% of 360,000 active | AID 651636; in the data active means inhibition above about 38%;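 further: enzyme fragment complementation signal reports receptor beta-arrestin coupling in cells; 0% = agonist plus DMSO wells and 100% = wells without agonist; some results beyond the cut were filed as inactive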
Target sequence (P32249 whole entry, looked up, the tested form may be a part): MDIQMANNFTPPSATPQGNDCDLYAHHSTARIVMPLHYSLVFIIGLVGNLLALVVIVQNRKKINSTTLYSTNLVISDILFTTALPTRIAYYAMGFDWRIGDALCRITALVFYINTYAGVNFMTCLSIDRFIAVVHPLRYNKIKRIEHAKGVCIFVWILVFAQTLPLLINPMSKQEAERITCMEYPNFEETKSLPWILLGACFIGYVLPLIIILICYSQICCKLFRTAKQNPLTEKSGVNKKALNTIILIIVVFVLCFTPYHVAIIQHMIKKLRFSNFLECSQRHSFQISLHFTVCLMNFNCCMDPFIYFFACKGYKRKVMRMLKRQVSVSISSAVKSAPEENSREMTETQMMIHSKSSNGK
CXCR6 block – CXCR6 (human) receptor inhibition; O00574; CHO-K1 PathHunter CXCR6 beta-arrestin, luminescence; inhibition, % at 20 µM; 0.36% of 360,000 active; in the data active means inhibition above about 34%, passing the limit was not always enough;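 further: antagonist mode with CXCL16 agonist at 10 nM final; 0% = 10 nM CXCL16 with DMSO and 100% = unstimulated wells without agonist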
Target sequence (O00574 whole entry, looked up): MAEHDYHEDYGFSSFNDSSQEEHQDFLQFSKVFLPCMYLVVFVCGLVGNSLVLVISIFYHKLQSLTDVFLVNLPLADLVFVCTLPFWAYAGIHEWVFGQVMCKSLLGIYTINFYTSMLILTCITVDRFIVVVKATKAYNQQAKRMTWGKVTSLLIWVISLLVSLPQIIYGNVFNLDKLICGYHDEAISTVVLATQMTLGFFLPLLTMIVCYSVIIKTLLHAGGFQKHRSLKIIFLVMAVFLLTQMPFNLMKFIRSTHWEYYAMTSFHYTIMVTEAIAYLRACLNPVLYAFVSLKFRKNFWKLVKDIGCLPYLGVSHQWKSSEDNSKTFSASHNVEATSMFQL
CHOP UPR activ – activators of apoptotic arm of unfolded protein response (CHOP); CHO-CHOP luciferase reporter, UPR activation, luminescence; percent of tunicamycin response over DMSO baseline; activation, % at 10 µM; 0.34% of 330,000 active;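 active means at 10 µM dose, activation of 40% or more, normalized to positive control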;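 further: 100% = tunicamycin at 10 µg/mL and 0% = DMSO alone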
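Test system: CHO CHOP reporter cells. Input: 500 CHO-CHOP cells per well. Medium: F12 with 10% FBS. Technique: luciferase luminescence. Measure: percent activation relative to tunicamycin control. Dosing: 10 µM compound, 0.5% DMSO. Timing: 16-18 h cell attachment, then 6 h compound exposure, 37 °C.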
Mdm2 MdmX PPI – disrupts the human Mdm2-MdmX interaction; O15151+Q00987; SaOS-2 split-luciferase Mdm2/MdmX complementation, luminescence; inhibition, % at 8 µM; 3% of 330,000 active;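 active means inhibition of at least 50% at 8 µM in the primary screen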
CCR6 antagonist – antagonists of human CCR6 receptor; inhibition, % at 20 µM; P51684; AID 493098; CHO-K1 CCR6 PathHunter beta-arrestin, luminescence, CCL20-stimulated; 0.49% of 340,000 active;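 active means compounds whose inhibition of the agonist-driven luminescence signal at 20 µM reaches about 50%, limit read from the data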;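 further: cells stimulated with CCL20 at 14 nM final; plate controls were DMSO with CCL20 for no effect and DMSO without agonist for full effect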
Target sequence (P51684 whole entry, looked up): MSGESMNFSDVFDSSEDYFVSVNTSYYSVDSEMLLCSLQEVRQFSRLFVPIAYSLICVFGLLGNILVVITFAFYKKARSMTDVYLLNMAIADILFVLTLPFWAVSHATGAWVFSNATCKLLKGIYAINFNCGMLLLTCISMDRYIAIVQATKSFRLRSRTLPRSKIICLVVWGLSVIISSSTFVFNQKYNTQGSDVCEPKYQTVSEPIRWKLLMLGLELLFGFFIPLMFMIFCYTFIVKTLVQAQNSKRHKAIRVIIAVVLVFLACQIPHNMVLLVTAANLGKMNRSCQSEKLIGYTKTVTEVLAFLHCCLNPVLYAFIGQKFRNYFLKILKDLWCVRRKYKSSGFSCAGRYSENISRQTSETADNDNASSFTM
UPR XBP1 act – adaptive UPR (XBP1) activation | AID 463104 | 0.33% of 330,000 active | activation, % at 20 µM | CHO-XBP1 luciferase reporter, IRE1-XBP1 UPR activation, luminescence; percent of tunicamycin response, DMSO as zero;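 active means versus positive control, 20 µM dose yields 30% or more activation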;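 further: 100% = tunicamycin at 10 µg/mL and 0% = DMSO only wells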
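Material: CHO cell line with stable XBP1 luciferase reporter; buffer or medium: F12 medium containing 10% fetal bovine serum; compound: single point, 20 µM final compound, 1% DMSO; incubation: 6 h treatment, 37 °C; measured by: glow luminescence from Steady-Glo reagent; evaluation: activation, % of tunicamycin; control set: tunicamycin high, DMSO low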
Jurkat NFkB inh – inhibitors of the PMA/ionomycin-induced NF-kB reporter in Jurkat cells; PMA/ionomycin-induced NF-kB luciferase reporter, luminescence; 0.53% of 330,000 active; inhibition, % at 4 µM; in the data active means inhibition above about 50%
697 NFkB inh – lowers PMA/ionomycin-induced NF-kB signal in 697 B cells; 697 B-cell NF-kB luciferase reporter, 16 h; inhibition, % at 4 µM; 0.33% of 330,000 active; in the data active means inhibition above about 35%
Gli-Sufu antag – antagonists of Gli-Sufu signaling | Sufu-KO-LIGHT fibroblasts, Gli luciferase reporter luminescence | inhibition, % at 5 µM | 0.74% of 340,000 active;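 active means inhibition above about 55%, limit read from the data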;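 further: 0% = DMSO-treated cells and 100% = wells with medium but no cells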
Starred values were filed as active, the others as inactive; x = no result given.

Values run as follows: EBI2 block	CXCR6 block	CHOP UPR activ	Mdm2 MdmX PPI	CCR6 antagonist	UPR XBP1 act	Jurkat NFkB inh	697 NFkB inh	Gli-Sufu antag
> CC(=O)N1N=C(c2ccco2)CC1c1cc2cc(C)ccc2nc1Cl (stereo not drawn)
→ 5	-4	2.6	2	1	-2	6	5	9
> COc1cccc(CNC(=S)Nc2cc(C)ccc2C)c1
→ -5	2	0.5	-23	7	-2	5	33	7
> CC(NC(=O)c1ccncc1)C(c1cccs1)N1CCOCC1 (stereo not drawn)
→ 3	2	-1.3	5	8	-3	1	0	1
> CC(=O)Nc1ccc(-c2csc(Nc3cc(C)ccn3)n2)cc1
→ -2	-11	3.5	-92	-8	7	-16	-48	-49
> Cc1ccc(S(=O)(=O)N(C)CC(=O)N/N=C/c2ccc(C)o2)cc1
→ 0	-2	-1.4	16	3	-4	8	31	-5
> CCCc1cc(=O)[nH]c(SCC)n1
→ 2	5	0.6	-8	-23	1	-19	24	3
> COCCNC(=O)CN(C)S(=O)(=O)c1ccc2c(c1)OCCO2
→ -1	2	-0.6	12	-11	-1	5	-3	4
> O=C(c1ccc(-c2ccccc2)c(F)c1)C1CCCN(C(=O)c2cncs2)C1 (stereo not drawn)
→ 8	1	9.3	-13	16	-2	8	-14	-2
> CSC1=NCCN1CCOc1ccccc1
→ -7	1	1.7	0	7	-2	11	28	4
> O=C(CCc1nnc(CCCc2ccccc2)o1)N1CCCCCC1
→ -7	1	2.2	-74	3	7	-52	-50	-4

Following part.
Values run as follows: EBI2 block	CXCR6 block	CHOP UPR activ	Mdm2 MdmX PPI	CCR6 antagonist	UPR XBP1 act	Jurkat NFkB inh	697 NFkB inh	Gli-Sufu antag
> Cn1c(=O)c2c(nc(OC3CCCCCC3)n2C)n(C)c1=O
→ 2	-4	x	x	11	x	x	x	13
> CCCCn1c(N)c(N(CC(C)C)C(=O)c2cccc(OCc3ccccc3)c2)c(=O)[nH]c1=O
→ -1	9	0.1	14	8	-3	4	5	-16
> CCCC(=O)Nc1ccc(C(=O)NCc2ccccc2Cl)cc1
→ 2	9	-3.2	11	2	-2	-2	-3	6
> O=C(NCCc1ccccc1)C1CCC(CNS(=O)(=O)c2cccc3cccnc23)CC1 (stereo not drawn)
→ 12	2	-0.2	10	10	1	3	8	-1
> COc1ccccc1C1CC(=O)n2c(nc(-c3ccccc3)c2-c2ccccc2)S1 (stereo not drawn)
→ 5	4	1.1	-22	17	-1	7	19	-7
> Cn1c(Cn2c(=O)sc3ccccc32)nnc1SCC(=O)Nc1ccc(Cl)cc1
→ 6	-7	-2.1	2	3	0	18	12	11
> O=C(NCC1CCCO1)c1ccc(COc2ccc(F)cc2)o1 (stereo not drawn)
→ -4	0	-1.5	-13	-1	-3	5	-3	-4
> COC(=O)c1cc(Br)c(=O)n(-c2ccc(OC)cc2)c1
→ -7	-4	0.3	12	-14	-2	10	9	-5
> CC(C)C[C@@H]1CN=C(N)N1C[C@@H]1CCCN1C[C@@H](C(C)C)N1C[C@@H](Cc2ccccc2)N(CCc2ccc(Cl)c(Cl)c2)C1=N
→ -5	-4	0.8	14	-1	-1	3	4	-1
> Cn1c(=O)c2c(O)c([N+](=O)[O-])c(=O)n(C)c2n(C)c1=O
→ -14	0	-1.3	-5	1	-3	-9	1	-5

Later entries.
Values run as follows: EBI2 block	CXCR6 block	CHOP UPR activ	Mdm2 MdmX PPI	CCR6 antagonist	UPR XBP1 act	Jurkat NFkB inh	697 NFkB inh	Gli-Sufu antag
> Cc1ccc(NCC(=O)c2ccc(C)cc2)cc1
→ 4	44*	7.9	-23	83*	-2	-29	-52	48
> CCc1c(C#N)c(SCCC(=O)Nc2ccc(C)cc2)nc2c1C(=O)CC(C)(C)C2
→ 16	9	-3.9	18	19	-6	-10	3	3
> Cc1cc(=O)oc2cc(OCC(O)Cn3ccnc3)ccc12 (stereo not drawn)
→ -3	-15	0.9	7	10	-5	-34	-63	-36
> Cc1ccc(N(CC(=O)N/N=C/c2cccc(Br)c2)S(C)(=O)=O)cc1
→ -3	0	x	x	22	x	x	x	2
> CCOc1ccc(CCNC(=O)C2CC(=O)N(CCc3ccc(OC)c(OC)c3)C2)cc1OCC (stereo not drawn)
→ -3	-7	1.0	0	7	-1	2	6	-3
> COc1ccc(C(CNC(=O)c2cccc(N(C)C)c2)N2CCCC2)cc1 (stereo not drawn)
→ 12	12	-0.3	16	7	3	-4	-10	2
> CN(C)CCOC(=O)C1(c2ccccc2)CCCC1
→ -7	-2	0.3	10	8	-2	2	-5	4
> NC(=O)[C@H]1CC2(CC(c3cccc(NC(=O)CC(c4ccccc4)c4ccccc4)c3)=NO2)CN1C(=O)CC(c1ccccc1)c1ccccc1 (stereo partly drawn)
→ 8	6	9.1	68*	2	-1	8	-11	-2
> CCOc1ccc(NC(=O)C/C(C)=N/NC(=O)Cc2ccc(Cl)cc2)cc1
→ -4	1	0.2	0	-15	0	9	10	-27
> CCN(CC)S(=O)(=O)c1ccc(-c2nnc(SCC(=O)Nc3nc(C)cs3)o2)cc1
→ -3	-6	-0.4	-1	0	0	-10	-13	-7

Whole records, quoted from the list. Order of screens: EBI2 block | CXCR6 block | CHOP UPR activ | Mdm2 MdmX PPI | CCR6 antagonist | UPR XBP1 act | Jurkat NFkB inh | 697 NFkB inh | Gli-Sufu antag
Record of `CN(C)CCOC(=O)C1(c2ccccc2)CCCC1` : -7 | -2 | 0.3 | 10 | 8 | -2 | 2 | -5 | 4
Record of `NC(=O)[C@H]1CC2(CC(c3cccc(NC(=O)CC(c4ccccc4)c4ccccc4)c3)=NO2)CN1C(=O)CC(c1ccccc1)c1ccccc1` (stereo partly drawn) : 8 | 6 | 9.1 | 68* | 2 | -1 | 8 | -11 | -2

Carrying on:
Values run as follows: EBI2 block	CXCR6 block	CHOP UPR activ	Mdm2 MdmX PPI	CCR6 antagonist	UPR XBP1 act	Jurkat NFkB inh	697 NFkB inh	Gli-Sufu antag
> COc1ccc(NC(=O)c2ccco2)cc1NC(=O)c1ccc(Br)o1
→ 6	7	0.1	5	4	7	6	17	-2
> CC1Cc2ccccc2N1C(=O)COC(=O)c1ccc(Cl)c(S(=O)(=O)N2CCOCC2)c1 (stereo not drawn)
→ 8	-10	3.0	17	13	-3	2	13	-6
> COc1ccc(CCNC(=O)CN(C)S(=O)(=O)c2ccc(OC)cc2)cc1
→ 4	-4	0.5	11	13	-3	8	28	12
> CCOC(=O)CNC(=O)Cn1cnc2c(nnn2-c2cccc(OC)c2)c1=O
→ 5	1	2.6	21	3	-5	-1	-6	4
> COCCNc1oc(-c2ccccc2Cl)nc1C#N
→ -9	3	5.1	-19	15	3	-10	-24	-10
> CCCCn1c(N)c(N(C)C(=O)c2cc3c(F)cccc3s2)c(=O)[nH]c1=O
→ 3	3	0.3	19	4	-2	-3	11	-13
> COc1ccc(C(CNC(=O)COc2ccc(-c3ccccc3)cc2)N2CCOCC2)cc1 (stereo not drawn)
→ 13	-1	0.1	10	15	0	0	-14	8
> O=C(CNC(=O)c1ccc(Br)o1)NC1CCCCCC1
→ -2	-7	4.3	0	3	2	-1	7	-15
> Cn1ncc2cc(NC(=S)NC(=O)c3ccccc3)ccc21
→ 14	5	6.9	-50	30	4	-98	-61	-84
> Cc1ccc(C(=O)NCC(=O)NCC(c2cccs2)N(C)C)cc1C (stereo not drawn)
→ 5	10	2.8	-5	9	2	-13	-31	-11

The results go on.
Values run as follows: EBI2 block	CXCR6 block	CHOP UPR activ	Mdm2 MdmX PPI	CCR6 antagonist	UPR XBP1 act	Jurkat NFkB inh	697 NFkB inh	Gli-Sufu antag
> COc1cc(C2C(C(=O)c3ccco3)=C(O)C(=O)N2c2cc(C)on2)ccc1OCc1ccccc1 (stereo not drawn)
→ x	x	1.0	17	x	0	9	-2	x
> Cc1nnc(SCC(=O)N2CCCCCC2)n(N)c1=O
→ -6	-8	-0.4	-23	12	-1	-9	-3	-11
> S=c1[nH]c2ccc(Cl)cc2[nH]1
→ -10	4	0.2	13	-4	1	13	15	4
> CCCOc1ccc(N2C(=O)CC(SCCN)C2=O)cc1 (stereo not drawn)
→ 7	1	-1.2	-15	-2	-2	-65	-58	-94
> O=C(CNC1=NCCC1)c1ccc(Cl)cc1
→ -10	4	0.4	23	8	2	14	-6	2
> CC(=O)c1c(C)[nH]c(C(=O)OCc2nc3ccsc3c(=O)[nH]2)c1C
→ -2	-8	2.2	8	10	-1	-11	-8	-26
> CCOC(=O)CNS(=O)(=O)Cc1ccccc1
→ -1	1	0.3	-8	-3	-4	18	20	2
> Cc1nnc(N/N=C/c2cc(C)n(-c3ccc(F)cc3)c2C)n1N
→ -3	-13	1.8	19	-1	2	5	9	2
> O=C(c1cccc(-c2ccccc2)c1)N1CC[C@@H](N2CCC(O)CC2)[C@H](O)C1
→ -5	2	1.8	6	4	-7	8	16	10
> COc1cc(/C=C/C(=O)NCCn2c(C)cc3ccccc32)cc(OC)c1OC
→ 9	0	0.1	30	7	-2	-11	2	2

Structural class, the compounds so far with two or more sulfur atoms.
Values run as follows: EBI2 block	CXCR6 block	CHOP UPR activ	Mdm2 MdmX PPI	CCR6 antagonist	UPR XBP1 act	Jurkat NFkB inh	697 NFkB inh	Gli-Sufu antag
> Cn1c(Cn2c(=O)sc3ccccc32)nnc1SCC(=O)Nc1ccc(Cl)cc1
→ 6	-7	-2.1	2	3	0	18	12	11
> CCN(CC)S(=O)(=O)c1ccc(-c2nnc(SCC(=O)Nc3nc(C)cs3)o2)cc1
→ -3	-6	-0.4	-1	0	0	-10	-13	-7

5 compounds drawn at random from those above, as already listed:
Values run as follows: EBI2 block	CXCR6 block	CHOP UPR activ	Mdm2 MdmX PPI	CCR6 antagonist	UPR XBP1 act	Jurkat NFkB inh	697 NFkB inh	Gli-Sufu antag
> Cc1nnc(SCC(=O)N2CCCCCC2)n(N)c1=O
→ -6	-8	-0.4	-23	12	-1	-9	-3	-11
> O=C(NCCc1ccccc1)C1CCC(CNS(=O)(=O)c2cccc3cccnc23)CC1 (stereo not drawn)
→ 12	2	-0.2	10	10	1	3	8	-1
> CC1Cc2ccccc2N1C(=O)COC(=O)c1ccc(Cl)c(S(=O)(=O)N2CCOCC2)c1 (stereo not drawn)
→ 8	-10	3.0	17	13	-3	2	13	-6
> CC(=O)c1c(C)[nH]c(C(=O)OCc2nc3ccsc3c(=O)[nH]2)c1C
→ -2	-8	2.2	8	10	-1	-11	-8	-26
> COc1ccc(C(CNC(=O)c2cccc(N(C)C)c2)N2CCCC2)cc1 (stereo not drawn)
→ 12	12	-0.3	16	7	3	-4	-10	2

(cont.)
Values run as follows: EBI2 block	CXCR6 block	CHOP UPR activ	Mdm2 MdmX PPI	CCR6 antagonist	UPR XBP1 act	Jurkat NFkB inh	697 NFkB inh	Gli-Sufu antag
> O=C(CCc1nc(-c2ccccc2F)no1)NCCN1CCc2ccccc2C1
→ 5	-11	1.9	13	9	-2	-30	1	8
> CCOC(=O)c1c(C(C)(C)C)oc2ccc(OCC#N)cc12
→ 11	-4	-3.1	7	26	3	-5	-18	7
> Cc1ccc(-n2nc(C)c(C(=O)N3CCN(C(=O)c4ccco4)CC3)c2-n2cccc2)cc1
→ 9	-1	-0.4	12	-2	-5	14	16	6
> Cc1ccccc1-n1c(SCC(=O)NC(N)=O)nc2sc(-c3ccccc3)cc2c1=O
→ 15	9	3.1	12	17	-2	-6	-18	21
> CCOc1c(/C=C(\C#N)C(N)=O)c2ccccc2n1CC
→ -11	3	-1.9	20	-2	1	-1	-24	-7
> O=C1C=C(NCc2ccncc2)CC(c2ccccc2)C1 (stereo not drawn)
→ -9	3	0.2	25	-4	-3	-8	9	0
